Assay outcomes: PubChem, several laboratories
HIF-2a inh: blocks HIF-2a reporter activity | 360,000 tested, 0.72% active | 786-0 RCC cells HIF-2a reporter, luciferase luminescence, overnight | inhibition, % at 18.8 µM | AID 624352;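 active means inhibition of the luminescence signal of 40% or more relative to plate controls, in a single-dose primary screen at 18.75 µM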
CaV13 FRET inh: Disruptors of the CACNA1D IQ motif to Ca2+-dependent inactivation inhibitor domain association, primary screening, Förster resonance energy transfer in intact living …. HEK cells, CFP/YFP FRET ICDI-IQ, plate reader, 10 min; percent FRET-ratio fall versus neutral wells. inhibition, % at 12.3 µM. 340,000 tested, 0.098% active;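 active means mean replicate inhibition of at least 30% and at least 1% of replicates passing that level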;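 further: 0% = median of the neutral control wells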
TRPM1 prom inh: inhibitors of MITF-driven TRPM1 promoter in melanoma cells; inhibition, % at 12.5 µM; SK-MEL-5 TRPM1 promoter luciferase, 24 h; 330,000 tested, 0.83% active;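 active means mean inhibition across replicates of 60% or more, whatever share of single replicates reaches that level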; further: values of inactives mirror those of a sister screen read the other way
Peg3 prom inh: reduces Peg3 promoter-driven luciferase expression in HeLa. inhibition, % at 20 µM. AID 588405. HeLa PEG-Prom luciferase reporter, luminescence, overnight. 360,000 tested, 1.7% active;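 active means inhibition of at least 50% at 20 µM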
Exocytosis inh: blocks lytic granule exocytosis; TALL-104 LAMP-1 surface exposure, flow cytometry; cells stimulated with thapsigargin and PMA; inhibition, % at 10 µM; 360,000 tested, 0.66% active; AID 651702;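 active means inhibition above about 55%, limit read from the data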
Vif inh: HIV Vif inhibition; HEK293T cells, Vif self-association by quenched fluorescence, imaging, 24 h; inhibition, % at 7.49 µM; 340,000 tested, 0.35% active; AID 602346; in the data active means inhibition above about 50%, passing the limit was not always enough; further: some results filed as inactive read as strong as hits
NR2E3 ag-1: human photoreceptor-specific nuclear receptor agonism; CHO-S Gal4-NCOR/VP16-NR2E3 two-hybrid, luciferase; Q9Y5X4; inhibition of corepressor binding, % at 3.98 µM; 360,000 tested, 0.35% active; AID 602229;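 active means inhibition above the mean of all tested compounds plus 3 SD, cut at about 70% in these data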;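 further: 0% = DMSO with NR2E3 transfected cells and 100% = cells lacking NR2E3 construct; higher means lower luciferase signal from less NR2E3 corepressor binding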
Target sequence (Q9Y5X4 whole entry, looked up, the tested form may be a part): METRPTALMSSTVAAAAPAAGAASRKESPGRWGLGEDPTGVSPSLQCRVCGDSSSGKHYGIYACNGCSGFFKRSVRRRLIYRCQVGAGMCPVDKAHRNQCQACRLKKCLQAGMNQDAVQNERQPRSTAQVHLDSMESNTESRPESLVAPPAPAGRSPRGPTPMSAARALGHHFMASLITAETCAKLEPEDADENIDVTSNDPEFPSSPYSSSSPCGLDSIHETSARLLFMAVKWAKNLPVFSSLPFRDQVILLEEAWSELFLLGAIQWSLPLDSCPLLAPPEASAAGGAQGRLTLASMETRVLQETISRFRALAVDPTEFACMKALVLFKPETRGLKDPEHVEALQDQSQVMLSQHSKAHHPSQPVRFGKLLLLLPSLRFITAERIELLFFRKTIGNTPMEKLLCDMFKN
aDG glyco act: alpha-DG glycosylation activation; activation, % at 10 µM; AID 624168; 360,000 tested, 0.22% active; Pro5-aDG cells, alpha-DG glycosylation AlphaScreen (IIH6); 0% Pro5, 100% B10-LARGE cell signal;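 active means activation of at least 8% versus controls, or a plate z-score of at least 8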;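 further: Pro5 are CHO cells carrying HIG-tagged alpha-DG that lacks glycosylation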
NR2E3 ag-2: NR2E3 (human) agonism | Q9Y5X4 | GST-NR2E3/biotin-RetCOR TR-FRET, 1536-well | inhibition of corepressor binding, % at 4.78 µM | 320,000 tested, 0.12% active | AID 2300;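 active means percent inhibition above the cutoff of mean plus 3 SD of all tested compounds, set per screening campaign, cut at about 20% in these data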;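 further: 0% = DMSO wells and 100% = biotin wells as full block of FRET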
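Material: NR2E3–RetCOR corepressor complex / Amount: 1.35 nM GST-NR2E3 / Medium: Tris pH 7.5 / Compound: single nominal compound dose of 4.8 µM / Incubation: 5 h at 4 °C / Technique: TR-FRET, Eu(K)-anti-GST donor, streptavidin-D2 acceptor, ex 340, em 617/671 nm / Read-out basis: percent loss of FRET ratio relative to control wells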
iPSC survival up: increases survival of single human iPS cells; AID 602274; survival enhancement, % at 20 µM; hiPSC single-cell survival, ATPlite luminescence; 100% = ROCK inhibitor wells, 0% = DMSO; 360,000 tested, 0.044% active; in the data active means survival enhancement above about 18%;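 further: cells exposed to compounds for 16 hours before the ATP read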
PDI turbidity: blocks human protein disulfide isomerase activity; inhibition, % at 10 µM; 350,000 tested, 0.052% active; PDI insulin aggregation turbidity, A650, 90 min; AID 588391;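 active means mean inhibition across replicates of 30% or more, whatever share of single replicates reach that level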;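 further: absorbance from insulin aggregation driven by PDI reduction with DTT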
Target sequence (P07237 whole entry, looked up): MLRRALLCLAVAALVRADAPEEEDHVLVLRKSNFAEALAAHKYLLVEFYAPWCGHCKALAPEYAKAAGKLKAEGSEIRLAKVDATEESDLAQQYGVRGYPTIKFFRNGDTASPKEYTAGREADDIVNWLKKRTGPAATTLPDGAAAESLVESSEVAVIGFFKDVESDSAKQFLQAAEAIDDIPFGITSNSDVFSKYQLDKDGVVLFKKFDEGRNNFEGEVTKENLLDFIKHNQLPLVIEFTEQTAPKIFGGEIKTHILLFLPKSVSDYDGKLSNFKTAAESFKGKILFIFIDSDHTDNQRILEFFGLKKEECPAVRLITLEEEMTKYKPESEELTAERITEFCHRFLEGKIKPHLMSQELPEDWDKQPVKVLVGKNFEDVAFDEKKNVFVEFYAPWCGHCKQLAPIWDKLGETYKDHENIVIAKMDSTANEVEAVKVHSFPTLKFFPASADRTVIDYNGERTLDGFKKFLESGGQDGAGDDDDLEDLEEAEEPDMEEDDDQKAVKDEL
The depositor's hits bear a star; . = no result given.

Each structure is followed by: Peg3 prom inh	NR2E3 ag-1	HIF-2a inh	CaV13 FRET inh	aDG glyco act	PDI turbidity	Exocytosis inh	Vif inh	iPSC survival up	NR2E3 ag-2	TRPM1 prom inh
- COc1ccccc1-c1nnc(SCC(=O)NC2CCS(=O)(=O)C2)n1CCc1ccccc1 (configuration not stated)
→ 13	-12	19	-1	0.1	-3	35	-2	7.8	1	-4
- CCn1nnnc1NCc1ccc(N2CCCC2)cc1
→ 7	-13	10	-2	-0.1	-7	-2	1	1.6	-4	-17
- CCC(C)NC(=O)C(Sc1ccccc1)c1ccccc1 (configuration not stated)
→ 22	15	14	-4	0.6	-7	10	-4	-2.1	3	-3
- CCOC(=O)c1ccccc1NC(=O)CCNC(=O)Cn1cnc2ccccc2c1=O
→ 15	1	12	-4	0.4	-4	0	2	1.7	4	10
- O=C(CS(=O)Cc1ccccc1Cl)Nc1ccccc1Cl (configuration not stated)
→ -5	-31	-9	-4	-0.3	-4	6	11	3.3	2	-9
- O=C(Nc1cc([N+](=O)[O-])ccc1O)NC1CCS(=O)(=O)C1 (configuration not stated)
→ -13	4	5	-8	-0.3	-3	2	1	0.5	-1	8
- N#Cc1ccc(Cl)cc1NC(=O)CN1C(=O)C(=O)N(CCC2=CCCCC2)C1=O
→ 1	14	13	-4	-0.1	-4	-11	.	1.6	.	.
- O=C(CC1C(=O)CCCC1=O)c1ccccc1
→ -91	-22	-102	-2	-0.3	-1	1	-8	-0.9	2	7
- O=C(O)c1ccc(Cl)c(S(=O)(=O)NCc2cccnc2)c1
→ -2	6	17	-2	1.6	13	7	7	-0.3	1	3
- CC(C)(C)C1=C[C@@H](CO)C[C@@H](CO)C1
→ 0	8	-14	-2	0.3	-6	-1	8	1.7	-2	-1
- N#Cc1nc(-c2ccco2)oc1NCc1ccccc1Cl
→ 15	-51	-4	-5	-0.1	3	-31	-2	-0.3	4	.
- O=C(CN1CCN(c2ccc([N+](=O)[O-])cc2Cl)CC1)N1CCOCC1
→ 15	-5	11	-19	-0.1	4	-7	-3	-0.7	1	-30
- O=C1CSC(c2ccc(Cl)cc2Cl)N1c1ccccn1 (configuration not stated)
→ 1	-10	13	-5	-0.2	-16	-11	-9	-1.6	4	4
- CN1CCN(c2nc3c(c(=O)n(C)c(=O)n3C)n2Cc2cccc3ccccc23)CC1
→ 13	-1	15	.	0.1	3	1	-1	-0.7	-2	4
- CNC(=O)[C@H]1O[C@@H](n2cnc3c(NCc4cccc(I)c4)nc(Cl)nc32)[C@H](O)[C@@H]1O
→ 29	-6	13	-5	0.0	-5	6	5	1.8	-1	-10
- COc1ccc(/C=N/NC(=O)c2ccncc2)cc1CN1CCOCC1
→ 14	-13	21	-16	0.9	8	1	-4	-0.2	2	-5
- COC(=O)[C@@H](Cc1c[nH]c2ccccc12)NC(=O)c1ccc2c(c1)OCO2
→ -307	-15	-47	-17	-0.1	13	38	-6	0.1	1	-67
- Cc1cccc(NC(=O)CN2C(=S)NC(C)(C)CC2C)c1 (configuration not stated)
→ 8	11	13	-2	0.0	3	-1	4	0.6	3	2
- O=C(COC(=O)c1n[nH]c2ccccc12)NCCc1ccccc1
→ -17	-18	-14	-11	-0.1	-1	2	-5	-0.1	.	17
- CC(C)NC(=O)CSc1nc(Cc2ccccc2)nc2ccccc12
→ 17	21	31	-20	0.1	-8	0	-3	-0.1	2	12
- Cc1c(C(=O)NCc2ccccn2)oc2ccc(S(=O)(=O)N3CCC4(CC3)OCCO4)cc12
→ 15	1	26	-2	-0.5	0	3	10	-0.3	5	-1
- O=C1NCCCCC1NS(=O)(=O)c1ccc(F)c(F)c1 (configuration not stated)
→ -19	0	7	-3	0.1	7	-4	-1	-0.4	-1	-7
- CCOC(=O)c1cc2n(n1)C(C(F)(F)F)CC(C)N2 (configuration not stated)
→ -24	-4	-40	.	-0.4	17	-4	12	0.0	1	-19
- CCC(=O)NC(=S)Nc1ccc(S(=O)(=O)NC(C)=O)cc1
→ 17	-12	3	-3	0.1	-1	2	5	-1.2	1	11
- COc1ccccc1NS(=O)(=O)c1cc(NC(=O)c2ccc(NC(C)=O)cc2)ccc1N1CCOCC1
→ 11	-12	23	-5	-0.3	-14	-9	13	-2.8	.	-4
- COc1ccc(NC(=O)CNC(=O)Cn2cnc3sc(C)c(C)c3c2=O)cc1OC
→ -4	-17	13	-2	-0.2	-8	4	-4	0.5	1	1
- Cc1cccc(C(=O)NC(=S)NCc2ccccc2)c1
→ -43	-3	-57	-2	0.1	-5	-5	-2	-0.8	-2	-16
- CCCC(=O)NC(=S)Nc1ccc(Cl)cn1
→ -97	-20	-116	-5	0.3	-4	1	1	0.2	0	-15
- CN(CC(=O)Nc1ccc(Cl)c(S(=O)(=O)N2CCOCC2)c1)C(=O)c1cccs1
→ 1	-8	9	-5	0.2	-1	0	0	-2.9	5	1
- COc1ccc(F)cc1CN1CCN(CC(=O)N2CCc3ccccc32)CC1
→ -4	-29	10	-3	1.5	11	-3	-5	0.2	3	9
- COc1ccccc1NC(=S)NNC(=O)c1ccc(Cl)cc1Cl
→ -209	53	-254	-5	3.1	1	-1	3	1.5	3	-27
- COc1ccc(S(=O)(=O)N2CCOCC2)cc1NS(=O)(=O)/C=C/c1ccccc1
→ 12	-4	16	-7	-0.1	-3	-3	3	-1.1	0	1
- Cn1c(C(=O)OCC(=O)NCC2CCCO2)cc2sccc21 (configuration not stated)
→ 9	17	-29	-5	0.8	8	-4	13	0.3	1	-9
- CCOc1ccc(NC(=O)CSc2nncc(=O)[nH]2)cc1
→ -4	-13	5	-6	0.2	-1	-10	-4	-0.6	-1	0
- Cc1ccc(S(=O)(=O)NC(=S)c2ccccc2)cc1
→ -13	10	-3	-4	-0.1	4	-4	0	-0.3	4	7
- c1ccc(-c2noc(CSc3nc4ccccc4o3)n2)cc1
→ -68	-30	-144	-5	0.2	-4	0	-2	0.9	0	-28
- O=C(CSc1ccc2ccccc2c1)Nn1cnnc1
→ 2	-33	-3	-6	0.1	14	-4	4	-4.0	6	1
- COC(=O)c1cccc(NC(=O)CSc2nnc(C)o2)c1
→ -26	2	-4	-3	0.0	-4	4	-16	-0.3	-1	-4
- CCOC(=O)c1ccc(N2C(=O)CC(SCC(=O)Nc3ccc(S(N)(=O)=O)cc3)C2=O)cc1 (configuration not stated)
→ 5	8	10	-5	0.0	-3	0	7	1.4	0	7
- Cc1ccccc1CC(=O)Nc1ccc2c(c1)CCC2
→ -35	-21	-49	-1	-0.1	-10	-14	-9	0.3	3	-21
- Cc1cccc(S(=O)(=O)Nc2nc3ccccc3nc2OC(C)C)c1
→ 12	-32	12	-3	0.0	-6	0	-10	-0.5	4	4
- CC(=O)c1cccc(NCC(=O)c2ccc(C)c([N+](=O)[O-])c2)c1
→ 4	-6	-12	-20	-0.2	-9	-2	-9	-0.7	0	4
- Cc1ccc(S(=O)(=O)NC(C)(C)CSc2nncn2N)cc1
→ 3	0	3	.	0.1	7	-2	.	-0.1	4	0
- Cc1cc(OCC(=O)NCCCn2ccnc2)c2c(C)c(C)c(=O)oc2c1
→ 6	-1	3	-15	0.1	-1	-3	8	-0.4	1	2
- CC(C)C(NC(=O)C12CC3CC(CC(C3)C1)C2)C(=O)N/N=C/C1=C(N2CCOCC2)C(=C\c2cccc([N+](=O)[O-])c2)/CC1 (configuration not stated)
→ 15	-22	5	-3	-0.2	0	2	-18	2.4	2	7
- Cc1ccc(C)c(NC(=O)CN(C)C(=O)c2cccc(N3C(=O)CCC3=O)c2)c1
→ 6	-14	16	-2	0.1	-3	-6	-3	-0.4	-4	-2
- COc1cccc(C(=O)CSc2nc3ccccc3n2CC(=O)N2CCOCC2)c1
→ -46	-4	-24	.	-0.1	5	4	15	1.9	-4	-6
- O=S1(=O)CCC(NS(=O)(=O)c2ccc3ccccc3c2)C1 (configuration not stated)
→ 9	-15	4	-3	0.0	2	6	9	-0.1	2	0
- O=C(Cc1ccc(S(=O)(=O)N2CCOCC2)s1)NCC(=O)Nc1ccccc1Br
→ 5	-20	4	-6	-0.1	9	-5	-6	-0.4	0	0
- Cc1cc(C)cc(OCc2nnc(SCC(=O)N3CCN(c4ccccc4)CC3)o2)c1
→ 39	-14	6	-1	0.3	3	-6	-6	-2.5	-1	5
- Cn1c2ccccc2c2nnc(SCC(=O)Nc3cccc(O)c3)nc21
→ -38	-1	-77	-6	0.2	11	20	-8	0.4	-1	-9
- O=C(N1CCOCC1)N1c2ccccc2CC(N2CCOCC2)c2ccccc21 (configuration not stated)
→ 9	-20	10	-2	-0.1	15	2	-2	2.0	1	-1
- O=C1C=C(NC2CCCCC2)CCC1
→ -7	19	9	-10	0.0	-13	-4	-3	-1.9	1	1
- COc1cc(C(C(=O)NCc2ccccc2)N(Cc2ccco2)C(=O)c2cnccn2)cc(OC)c1OC (configuration not stated)
→ -5	-10	20	-2	-0.2	-2	-1	-2	0.0	6	6
- CN(C(=O)c1ccc(NC(=O)Cc2ccc(NC(=O)C3CCCN(C(=O)c4ccccc4)C3)cc2)cc1)C1CCCC1 (configuration not stated)
→ 0	8	1	-4	0.0	-6	-4	-4	0.2	.	2
- O=C1N=C(N2CCOCC2)S/C1=C\c1cccnc1
→ 10	-2	10	4	-0.4	-2	1	9	-0.4	-4	9
- CCOC(=O)C[C@H]1c2cc(F)ccc2S(=O)(=O)N1C(C)(C)C
→ -6	-7	3	-11	0.1	1	6	-10	-1.2	-4	6
- COc1ccc(-n2ncc3c(=O)n(CC(=O)N(C(C)C)C(C)C)cnc32)cc1
→ 10	-4	15	-2	0.0	21	3	19	2.0	-3	19
- COc1cc(C2c3sc(=O)[nH]c3SC3C(=O)N(c4ccc(C)cc4)C(=O)C32)ccc1O (configuration not stated)
→ -2	-13	9	-2	0.2	-3	-2	2	-0.5	-2	-2
- Cc1ccc(OCc2cc(C(=O)N3CCC(c4ccccc4Cl)C3)no2)cc1C (configuration not stated)
→ -198	-103	-200	-8	0.0	-1	5	-5	0.0	0	-77
- CC(=O)Nc1ccc(CC(=O)NCCC(c2ccccc2)c2ccccc2)cc1
→ 19	-13	17	-7	-0.2	8	-8	14	-0.5	-1	20

Entries from the list above containing a cyano group, in the order listed:
Each structure is followed by: Peg3 prom inh	NR2E3 ag-1	HIF-2a inh	CaV13 FRET inh	aDG glyco act	PDI turbidity	Exocytosis inh	Vif inh	iPSC survival up	NR2E3 ag-2	TRPM1 prom inh
- N#Cc1ccc(Cl)cc1NC(=O)CN1C(=O)C(=O)N(CCC2=CCCCC2)C1=O
→ 1	14	13	-4	-0.1	-4	-11	.	1.6	.	.
- N#Cc1nc(-c2ccco2)oc1NCc1ccccc1Cl
→ 15	-51	-4	-5	-0.1	3	-31	-2	-0.3	4	.

A different layout for 2 compounds above.
SMILES	Peg3 prom inh	NR2E3 ag-1	HIF-2a inh	CaV13 FRET inh	aDG glyco act	PDI turbidity	Exocytosis inh	Vif inh	iPSC survival up	NR2E3 ag-2	TRPM1 prom inh
Cc1ccccc1CC(=O)Nc1ccc2c(c1)CCC2	-35	-21	-49	-1	-0.1	-10	-14	-9	0.3	3	-21
CC(C)C(NC(=O)C12CC3CC(CC(C3)C1)C2)C(=O)N/N=C/C1=C(N2CCOCC2)C(=C\c2cccc([N+](=O)[O-])c2)/CC1 (configuration not stated)	15	-22	5	-3	-0.2	0	2	-18	2.4	2	7
